# Bioassay records: PubChem, Sanford-Burnham Center for Chemical Genomics
# NLRP3 yeast inh: blocks the NALP3 inflammasome reconstituted in yeast; Yeast reconstituted NLRP3/ASC/caspase-1, beta-gal luminescence, 24 h; inhibition, % at 10 µM; hit rate 0.39% among 330,000; AID 2825;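 active = inhibition of 50% or more; inactive = inhibition below 50%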;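 note: plate controls were induced DMSO wells for no effect and uninduced yeast grown without galactose for full effect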
# ATG4B inh: blocks human ATG4B protease cleavage of LC3 substrate | Q9Y4P1 | ATG4B cleavage of LC3-PLA2, NBD-HPC fluorescence, 1 h | inhibition, % at 8.33 µM | hit rate 0.51% among 340,000 | AID 504462; in the data active = inhibition above about 40%
# Target sequence (Q9Y4P1 whole entry, looked up): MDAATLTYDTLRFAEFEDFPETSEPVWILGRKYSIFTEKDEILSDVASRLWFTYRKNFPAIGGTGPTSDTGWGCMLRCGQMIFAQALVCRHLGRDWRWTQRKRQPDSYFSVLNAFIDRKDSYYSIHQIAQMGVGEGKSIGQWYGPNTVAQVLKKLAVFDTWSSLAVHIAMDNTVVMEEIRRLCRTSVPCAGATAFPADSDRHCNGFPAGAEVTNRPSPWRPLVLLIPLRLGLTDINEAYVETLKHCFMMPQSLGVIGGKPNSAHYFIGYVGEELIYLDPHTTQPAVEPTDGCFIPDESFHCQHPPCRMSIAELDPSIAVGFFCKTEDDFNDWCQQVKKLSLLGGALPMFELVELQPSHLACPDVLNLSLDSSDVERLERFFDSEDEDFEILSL
# mIAP act: increases mouse intestinal alkaline phosphatase activity; muIAP, CDP-Star luminescence, 30 min; stronger effect = higher value; 1 = vehicle-only enzyme signal, 0 = enzyme-free wells; activation factor at 10 µM; hit rate 0.24% among 330,000; AID 2805;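 active = activation factor of at least 2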; note: the source names both 10 and 20 µM as test concentration; values of inactives mirror those of a sister screen read the other way
#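 Assay system: mouse IAP enzyme; Reagent: CDP-Star chemiluminescent phosphatase substrate; Compound: DMSO-dissolved test compounds; Incubation: 30 min, room temperature; Technique: luminescence from enzymatic CDP-Star hydrolysis; Controls: DMSO-only wells and no-enzyme negative control.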
# hIAP act: increases human intestinal alkaline phosphatase activity. P09923. purified human IAP, CDP-Star luminescence, 30 min; stronger effect = higher value; 1 = vehicle-only enzyme, 0 = enzyme-free background. activation factor at 10 µM. hit rate 0.16% among 330,000. AID 2524;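 active = activation factor of the enzyme at least 2-fold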; note: the source names both 10 and 20 µM as test concentration; values of inactives mirror those of a sister screen read the other way
# Target sequence (P09923 whole entry, looked up): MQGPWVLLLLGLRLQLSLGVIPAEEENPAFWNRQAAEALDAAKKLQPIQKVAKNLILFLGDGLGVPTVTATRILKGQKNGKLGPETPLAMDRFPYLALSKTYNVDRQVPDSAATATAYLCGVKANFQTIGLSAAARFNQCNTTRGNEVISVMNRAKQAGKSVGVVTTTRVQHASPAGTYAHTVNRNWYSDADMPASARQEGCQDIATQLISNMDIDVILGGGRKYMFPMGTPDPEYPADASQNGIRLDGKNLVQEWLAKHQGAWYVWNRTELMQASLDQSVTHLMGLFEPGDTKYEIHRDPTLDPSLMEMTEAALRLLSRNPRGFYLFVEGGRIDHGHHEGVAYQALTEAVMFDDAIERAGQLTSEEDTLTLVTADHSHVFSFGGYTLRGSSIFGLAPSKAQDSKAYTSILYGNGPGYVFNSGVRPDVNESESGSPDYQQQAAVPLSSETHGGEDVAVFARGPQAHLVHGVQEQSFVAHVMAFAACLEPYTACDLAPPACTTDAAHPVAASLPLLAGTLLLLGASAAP
# Apaf-1 inh: human Apaf-1 inhibition; reconstituted apoptosome caspase-3 activity, DEVD-Rh110 fluorescence; inhibition, % at 20 µM; hit rate 0.71% among 330,000; AID 489030; active = inhibition of at least 40% at 20 µM;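 note: plate controls were DMSO wells for no effect and DEVD-CHO caspase inhibitor wells for full effect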
#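 Material: biochemical Apaf-1 apoptosome reconstitution. Medium: Hepes buffer, pH 7.5. Also added: cytochrome c activation, bis-DEVD rhodamine 110 substrate. Timing: 30 min compound preincubation, 50 min activation, room temperature. Measured by: rhodamine 110 fluorescence at Ex 480/Em 540 nm.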
# tim10-1 inh: growth inhibitors of tim10-1 mutant yeast | AID 463190 | S. cerevisiae tim10-1 ts strain growth, BacTiter-Glo, 24 h | hit rate 2.2% among 330,000 | inhibition, % at 20 µM;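 active = inhibition of at least 40%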;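 note: mutant grown at 25 °C; 0% = DMSO wells with yeast and 100% = wells holding no yeast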
# mIAP inh: blocks mouse intestinal alkaline phosphatase. hit rate 0.2% among 330,000. inhibition, % at 10 µM. AID 2806. purified mouse IAP, CDP-Star luminescence, 30 min;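 active = inhibition of at least 40% at 10 µM in the primary screen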;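 note: plate controls were DMSO with enzyme for no effect and no enzyme wells for full effect; values of inactives mirror those of a sister screen read the other way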
# hIAP block: blocks human intestinal alkaline phosphatase; purified IAP, CDP-Star luminescence, 30 min; inhibition, % at 10 µM; P09923; hit rate 0.12% among 330,000; AID 2544;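 active = inhibition reaching a set limit with compound at 10 µM in the primary screen, cut at about 35% in these data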;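 note: plate controls were DMSO wells with enzyme for no effect and no-enzyme buffer wells for full effect; values of inactives mirror those of a sister screen read the other way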
# TIM10 inh: growth inhibitors of TIM10 yeast strain | S. cerevisiae TIM10 strain growth, BacTiter-Glo luminescence, 24 h | inhibition, % at 10 µM | hit rate 1.4% among 330,000;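 active = inhibition of 40% or more at the single tested concentration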;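 note: wild-type TIM10 isogenic control strain grown at permissive 25 °C; 0% = DMSO yeast wells and 100% = minimal medium wells without yeast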
# Numbers without * were called inactive.
SMILES,NLRP3 yeast inh,ATG4B inh,mIAP act,hIAP act,Apaf-1 inh,tim10-1 inh,mIAP inh,hIAP block,TIM10 inh
CCN(CC)P1(=O)OC(c2cc(OC)c(OC)c(OC)c2)=Nc2c1c(C)nn2-c1ccccc1 (centres undefined),8,-20,1.1,1.1,-24,28,-9,-13,26
CC(=O)C1=C(O)C(=O)N(CCC(=O)O)C1c1ccccc1[N+](=O)[O-] (centres undefined),0,1,0.94,1.1,8,12,6,-8,16
O=C(Nc1cccc(Cl)c1)C1COc2ccccc2O1 (centres undefined),19,6,1,0.81,-4,10,-3,20,3
COc1cccc(C(=O)NC2CCCc3ccccc32)c1OC (centres undefined),22,7,0.91,0.99,-7,-3,9,1,9
O=C(CSc1nc(-c2ccccc2)ns1)NCC1CCCO1 (centres undefined),11,6,1.1,1.1,2,4,-5,-14,0
CC(C)(C)NC(=O)C(c1cccs1)N(C(=O)C(=O)NC1CCCC1)c1ccccc1F (centres undefined),16,8,1,0.98,4,0,0,2,-5
Cc1ccc(-c2nc(NC(=O)CSc3cc(C)c4ccccc4n3)ns2)cc1,4,10,0.88,0.9,9,-6,12,10,-5
Cc1ccc(C(C)n2cc(C(=O)NCc3ccccn3)nn2)cc1 (centres undefined),0,2,0.91,0.96,4,-21,9,4,-1
COc1cc(NS(=O)(=O)c2ccc(NC(=O)COc3ccccc3C)cc2)nc(OC)n1,10,9,0.92,1,-5,10,8,-1,9
CC[C@H](C)C(N)c1cn(C(CCCN=C(N)N)C(=O)N2CCNCC2)nn1 (some centres undefined),4,-9,0.98,0.97,1,-24,2,3,-17
COc1ccc(Sc2nc(-c3ccccn3)ncc2OC)cc1,28,12,0.84,1.1,5,27,16,-10,30
O=C(NC1CCCC1)C(c1ccccn1)N(C(=O)c1csnn1)c1ccccc1 (centres undefined),9,-13,0.98,1.1,1,-15,2,-5,0
COC(=O)c1ccc2nc(-c3cccc(N)c3)cn2c1,10,-1,0.97,0.83,-11,8,2,17,-6
COc1ccc2c(c1)O/C(=C\c1sccc1C)C2=O,41,-6,0.83,0.97,12,20,17,3,18
CCCSc1nc2sc3c(c2c(=O)[nH]1)CCN(Cc1ccccc1)C3,21,-2,0.96,1,22,2,4,-1,-5
CCN1CCOC(CC(=O)Nc2ccc([N+](=O)[O-])cc2)C1=O (centres undefined),1,9,0.98,1,-7,21,2,-2,23
CCCCCC(=O)NNC(=S)NC(C)=O,25,-8,0.87,1.9,4,26,13,-86,-16
NC(=S)N/N=C/c1ccc(-c2cccc([N+](=O)[O-])c2)o1,-7,-4,0.91,0.9,16,-3,9,10,-3
CC(=O)OC(C(=O)NC1CCCCC1)c1ccc(C)cc1 (centres undefined),8,-7,1,1,7,3,-1,-3,-5
CSc1nc(NC(C)(C)C)nc(Oc2ccc(=O)[nH]n2)n1,9,8,0.98,1,3,-1,2,-2,10
CCOC(=O)CC1=NN(c2ccccc2)C(=O)/C1=C\c1ccc(N(C)C)cc1,18,0,0.73,1,9,43*,27,-4,51*
CCOC(=O)N1CCN(C(=O)c2cn(C)c3ccc(S(=O)(=O)N4CCOCC4)cc3c2=O)CC1,5,-4,1.1,1.4,-4,-8,-7,-38,-8
O=C(O)c1cc(-c2ccco2)nc2cc3ccccc3cc12,8,15,0.96,1.2,13,15,4,-15,10
Cn1c(Cn2cnc([N+](=O)[O-])n2)nnc1SCC(=O)Nc1ccc(Br)cc1,10,-2,0.98,1,12,-4,2,-3,13
CSc1ccc(CNCCCSc2ncccn2)cc1,24,-6,1.1,1.1,-3,-2,-5,-8,-29
Cc1ccc(S(=O)(=O)N2CCCC(NC(=O)N3CCN(c4ccccc4)CC3)C2)cc1 (centres undefined),12,-8,1.1,0.82,11,25,-8,18,24
CN(CC(=O)Nc1ccc(Cl)c(Cl)c1)C(=O)CC1OC(=O)c2ccccc21 (centres undefined),21,-6,1,1.2,9,-2,-4,-16,-3
COc1ccc(N2CCN(C(=O)Cn3cnc4sc(C)c(S(=O)(=O)N5CCOCC5)c4c3=O)CC2)cc1,20,-1,1,1,8,-22,0,-3,8
CCO[C@@H]1OC(C(=O)N2CCOCC2)=C[C@H](C2CCCCC2)[C@H]1CCCO,5,-7,0.96,0.87,3,5,4,13,5
CC(C)OP(=O)(CCP(=O)(OC(C)C)OC(C)C)OC(C)C,3,-3,1,0.92,-21,-10,-3,8,10
Cn1c(CN2CCCCC2)nc2cc(NC(=O)c3ccc(Cl)cc3)ccc21,10,0,1.1,1.2,20,16,-12,-25,6
CCNC(=S)N/N=C/c1ccc(OCC(=O)Nc2ccc(OC)cc2)c(OC)c1,0,-27,1,0.85,2,30,-4,15,22
Cc1ccc(S(=O)(=O)N2CCCC2C(=O)Nc2ccc(O)cc2)cc1 (centres undefined),23,-5,0.92,1.2,-3,6,8,-17,-9
NC(=O)c1c(N)sc2c1CCC2,5,-8,0.96,0.96,14,25,4,4,11
O=C(Cc1cccs1)N1CCN(c2nc(-c3ccc(Cl)cc3)cs2)CC1,-4,9,0.85,1.1,19,29,15,-6,32
Cc1ccc2cc(CN(C(=O)c3ccco3)c3ccccc3C)c(=O)[nH]c2c1,-8,-7,0.98,1,16,14,2,-4,6
Cc1ccc(/C=C/C2=NN(Cc3ccc(Cl)c(Cl)c3)C(=O)CC2)cc1,8,0,1,1,16,13,-2,-3,-17
Cc1csc(NC(=O)c2ccc(OCC3CCCO3)cc2)n1 (centres undefined),11,-9,0.98,1.1,-2,-17,2,-12,-17
Cc1ccc(N2C(=O)CSC2c2cccs2)cc1 (centres undefined),-6,-4,0.96,0.91,-25,19,4,9,18
OCCC1CN(Cc2ccccc2-c2ccco2)CCN1C1CCCC1 (centres undefined),7,-9,1,1.1,-8,15,-5,-5,-25
COc1ccc(C(=O)NCCSC2CCCCC2)cc1,23,-7,1,1.1,-14,5,-1,-6,-1
Cc1ccc(S(=O)(=O)N2CCCC2)cc1C(=O)NCc1ccccn1,2,0,0.9,1,2,-11,10,-2,-1
CCCN(Cc1cc2cc(C)ccc2[nH]c1=O)C(=O)c1ccccn1,3,-1,1.1,0.95,-21,16,-5,5,15
COC(=O)c1ccccc1OS(=O)(=O)N(C)C,-13,-1,1.1,1,-1,10,-6,-4,1
COc1ccc(OC)c(C(C)NC(=O)C23CC4CC(CC(C4)C2)C3)c1 (centres undefined),10,-2,0.93,0.96,3,15,7,4,9
CC/C(=C\C(=O)c1cccnc1)Nc1ccc(C)c(C)c1,15,6,0.98,0.94,8,15,2,6,0
O=C(COC(=O)c1cc([N+](=O)[O-])ccc1NCCO)Nc1cccc(S(=O)(=O)N2CCCC2)c1,11,-19,0.92,0.96,13,-6,8,4,-6
Cc1cccc(NCc2nc(SCC(=O)Nc3ccccc3Br)n[nH]2)c1,11,-4,0.91,1.4,-13,15,9,-38,13
CCCCc1nnc(NC(=O)C2CC(=O)N(c3ccc(C)cc3)C2)s1 (centres undefined),8,-10,1,0.98,13,19,0,2,0
CCCCc1nc(Cl)c(C#N)c2c1CCCC2,17,0,0.9,1.1,2,8,10,-7,-9
COc1ccc(C(=O)Nc2ccccc2C(=O)Nc2ccccc2C(=O)O)cc1,10,27,0.97,1.3,14,23,3,-26,-4
O=C(NC1CCCC1)C1C2C=CC3(CN(Cc4cccs4)C(=O)C13)O2 (centres undefined),17,-13,1,0.9,5,-2,-3,10,-4
c1ccc2c(c1)NC1(CCCCCC1)n1c-2nc2ccccc21,41,2,1,0.97,4,3,-1,2,42*
Cc1oc(-c2ccc(Cl)cc2)nc1CS(=O)CC(=O)NCc1ccccn1 (centres undefined),-7,14,0.89,0.84,4,5,11,16,9
CCn1cc(CN2CCN(Cc3ccc(OC)c(C)c3C)C(CCO)C2)c(C)n1 (centres undefined),5,14,1,1.1,-1,3,0,-12,-15
COC(=O)CCC(=O)NNC(=O)c1cccc(Br)c1,12,9,0.95,1,-4,-8,4,-2,-16
COc1ccc(C2NCCn3cccc32)cc1 (centres undefined),12,-9,1,0.91,-8,10,-4,9,8
NC(=O)c1nn(-c2ccccc2)nc1NC(=O)Cn1nnc(-c2ccccc2)n1,14,-2,0.98,0.95,-3,-3,2,5,5
CC(C)CNS(=O)(=O)c1ccc(S(=O)(=O)NC2CCOC(C)(C)C2)cc1 (centres undefined),21,-10,1,1,-8,-4,0,-2,0
OCCN(Cc1ccccc1)Cc1ccc(Cl)cc1Cl,14,-5,1,0.78,8,2,-4,22,-31

# Profiles as entered above.
# Record of `CCCCc1nnc(NC(=O)C2CC(=O)N(c3ccc(C)cc3)C2)s1` (centres undefined) → NLRP3 yeast inh = 8; ATG4B inh = -10; mIAP act = 1; hIAP act = 0.98; Apaf-1 inh = 13; tim10-1 inh = 19; mIAP inh = 0; hIAP block = 2; TIM10 inh = 0
# Record of `O=C(COC(=O)c1cc([N+](=O)[O-])ccc1NCCO)Nc1cccc(S(=O)(=O)N2CCCC2)c1` → NLRP3 yeast inh = 11; ATG4B inh = -19; mIAP act = 0.92; hIAP act = 0.96; Apaf-1 inh = 13; tim10-1 inh = -6; mIAP inh = 8; hIAP block = 4; TIM10 inh = -6
# Record of `c1ccc2c(c1)NC1(CCCCCC1)n1c-2nc2ccccc21` → NLRP3 yeast inh = 41; ATG4B inh = 2; mIAP act = 1; hIAP act = 0.97; Apaf-1 inh = 4; tim10-1 inh = 3; mIAP inh = -1; hIAP block = 2; TIM10 inh = 42*

# In a second layout: entries from further up
# Second line of a record – NLRP3 yeast inh	ATG4B inh	mIAP act	hIAP act	Apaf-1 inh	tim10-1 inh	mIAP inh	hIAP block	TIM10 inh
- COC(=O)CCC(=O)NNC(=O)c1cccc(Br)c1
    12	9	0.95	1	-4	-8	4	-2	-16
- COc1ccc(C2NCCn3cccc32)cc1 (centres undefined)
    12	-9	1	0.91	-8	10	-4	9	8

# Later entries
SMILES,NLRP3 yeast inh,ATG4B inh,mIAP act,hIAP act,Apaf-1 inh,tim10-1 inh,mIAP inh,hIAP block,TIM10 inh
Cc1ccc(-c2nc(CCN3C(=O)c4ccccc4C3=O)cs2)cc1,19,24,1,1,13,26,-1,-1,-27
Oc1ccc(Nc2nc(-c3cccs3)cs2)cc1,1,7,0.8,1.2,7,4,20,-22,-26
CCc1nc2ccccc2n1CCC(C)C,0,8,1.1,1,-2,22,-6,-2,-3
Cc1ccccc1C(=O)Nc1nnc(-c2ccc(F)cc2)o1,15,-2,1.1,0.94,10,5,-5,6,14
Cc1ccc(-n2[nH]c(C)c(/C=N/N3C(=O)c4cccc5cccc(c45)C3=O)c2=O)cc1,-15,12,1,1.2,4,38,0,-19,37
O=C(CCn1cncn1)N1CCN(S(=O)(=O)c2ccc(Cl)cc2)CC1,17,5,1,1.1,8,15,-3,-7,-4
O=C(CCCCn1c(=O)[nH]c2ccsc2c1=O)NCc1cccnc1,11,-4,1,1.1,7,4,-3,-12,-22
CC(=O)Nc1ccc(NC(=O)c2ccc3c(c2)CCN3S(C)(=O)=O)cc1,7,-8,1.1,1.1,7,18,-9,-7,-3
CCOc1ccc(C(=O)CN2CCN(S(=O)(=O)c3ccc(OC)cc3)CC2)cc1,25,-3,0.89,0.95,10,42*,11,5,23
Cc1c(C(=O)NCCCN2CCOCC2)oc2ccc(S(=O)(=O)N3CCOCC3)cc12,24,4,0.94,1,-6,2,6,0,13
CSc1ncccc1C(=O)Nc1ccc2c(c1)OCCO2,19,-8,1.1,1.1,3,-23,-8,-12,-3
